PPC-1+TRAIL kill – compounds killing PPC-1 cancer cells with TRAIL present (potentiator screen, no TRAIL-free arm). PPC-1 cells + TRAIL, ATPLite viability luminescence. cell killing (% activity), % at 4 µM. 220,000 tested, 0.41% active. AID 1443;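 active = cell killing above 50% in the first pass at 4 µM, then a duplicate retest at 5 µM averaging 50% or more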;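 note: plate controls were cells with TRAIL plus DMSO for no effect and medium-only wells lacking cells for full effect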
EBV gp42 inh – inhibitors of Epstein-Barr virus glycoprotein 42; Q1HVG2; Fluorescence polarization binding assay, mP read-out; 220,000 tested, 0.42% active; inhibition, % (tested at 21.74 µM); AID 1085; in the data active = inhibition above about 50%
Target sequence (Q1HVG2 whole entry, looked up): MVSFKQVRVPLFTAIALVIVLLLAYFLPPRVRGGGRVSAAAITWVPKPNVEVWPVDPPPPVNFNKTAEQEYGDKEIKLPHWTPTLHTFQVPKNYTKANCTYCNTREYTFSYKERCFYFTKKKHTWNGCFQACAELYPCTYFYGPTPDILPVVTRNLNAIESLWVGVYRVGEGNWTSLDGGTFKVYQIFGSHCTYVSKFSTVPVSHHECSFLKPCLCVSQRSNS
TRPN1 ag – activates the zebrafish TRPN1 channel; HEK293 zebrafish TRPN1-YFP, Fluo-8 calcium fluorescence; 100% = response to 87 µM carbachol; activation, % at 3 µM; 220,000 tested, 0.18% active;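 active = activation above its plate's cutoff, the mean activation of test wells on that plate plus 3 SD, cut at about 19% in these data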;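 note: 0% = DMSO alone and 100% = 87 µM carbachol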
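Material: zebrafish TRPN1-YFP in HEK293 cells. Doses: one dose of 3 µM, 0.3% DMSO. Incubation: dye 1 h 37 °C plus 30 min RT. Measured by: intracellular calcium fluorescence with Fluo-8.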
Calpain2 inh – inhibitors of pig calpain II; purified calpain II, fluorogenic peptide substrate, 30 min; 220,000 tested, 0.37% active; inhibition, % at 16 µM;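 active = inhibition above about 50%, limit read from the data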
Thrombin inh – inhibitors of human thrombin. inhibition, % at 5 µM. alpha-thrombin, Boc-VPR-AMC fluorogenic substrate cleavage. 220,000 tested, 0.26% active. P00734;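 active = inhibition at or above 40%; inactive = inhibition below 40%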;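 note: 0% = enzyme with no compound and 100% = wells without enzyme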
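Test system: human alpha-thrombin protein / Dosing: one concentration per compound, 5 µM, with 0.2% DMSO / Medium: pH 7.5 Tris-saline with Tween 20 / Benchmarks: no-compound enzyme wells and no-enzyme blanks / Read-out basis: percent inhibition of thrombin substrate cleavage / Timing: reaction at room temperature / Measured by: fluorescence, ex 355 nm, em 460 nm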
KCC2 mod – KCC2 (human) Cl- transport modulation | Q9H2X9 | KCC2 cells, thallium flux FluoZin-2 fluorescence | B-score of Tl+ flux slope (higher = more flux/activation; lower = inhibition) at 10 µM | 190,000 tested, 2.2% active | AID 1456;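 active = thallium flux slope and its plate-corrected score both differing from the plate sample mean at a set confidence after two filtering rounds, in either direction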;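 note: slope of fluorescence scaled to starting intensity during 10 to 20 s after thallium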
Furin inh – inhibitors of human furin; purified furin, fluorogenic substrate cleavage; inhibition, % at 30 µM; 220,000 tested, 0.061% active; AID 463115; in the data active = inhibition above about 25%; note: inactives centre near -15
Target sequence (P09958 108-714 limits assumed): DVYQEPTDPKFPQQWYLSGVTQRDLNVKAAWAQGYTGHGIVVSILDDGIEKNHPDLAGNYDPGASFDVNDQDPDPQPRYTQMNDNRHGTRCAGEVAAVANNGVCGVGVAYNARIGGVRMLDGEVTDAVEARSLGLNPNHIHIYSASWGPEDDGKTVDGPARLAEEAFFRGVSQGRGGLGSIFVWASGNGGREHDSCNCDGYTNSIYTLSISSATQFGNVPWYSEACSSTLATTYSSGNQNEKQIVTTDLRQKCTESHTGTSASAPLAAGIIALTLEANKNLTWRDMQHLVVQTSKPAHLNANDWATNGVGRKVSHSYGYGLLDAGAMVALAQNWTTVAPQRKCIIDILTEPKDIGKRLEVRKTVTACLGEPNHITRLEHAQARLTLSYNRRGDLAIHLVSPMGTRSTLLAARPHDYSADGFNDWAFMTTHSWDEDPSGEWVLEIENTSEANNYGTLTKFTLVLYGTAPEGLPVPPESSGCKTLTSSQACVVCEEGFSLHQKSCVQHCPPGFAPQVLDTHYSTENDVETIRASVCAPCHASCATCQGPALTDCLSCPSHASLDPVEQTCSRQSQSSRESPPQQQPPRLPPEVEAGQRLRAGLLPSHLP
TbHK1 inh – blocks Trypanosoma brucei hexokinase 1 activity; inhibition, % at 10 µM; recombinant TbHK1, G6PDH-coupled NADH A340; 220,000 tested, 0.11% active;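 active = inhibition of 50% or more in the single-dose primary screen; inactive = inhibition below 50%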
TRPML3 ag – human mucolipin-3 channel agonism; 220,000 tested, 0.29% active; activation, % at 3 µM; HEK293 TRPML3-YFP, Fluo-8 calcium fluorescence; 100% = the carbachol control signal; Q8TDD5;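 active = activation above its plate's cutoff, the mean activation of the plate's test wells plus 3 SD, cut at about 12% in these data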;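 note: 0% = DMSO only wells and 100% = carbachol wells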
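Test system: TRPML3-YFP stable HEK293 cells. Doses: single point at 3 µM. Incubation: dye loading 1 h 37 °C then 30 min ambient, 125 s read. Signal: Fluo-8 calcium dye fluorescence, ex 470-495, em 515-575 nm. Measure: percent activation from peak-to-basal fluorescence ratio, scaled between DMSO and carbachol.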
Starred values were filed as active, the others as inactive; i = inactive; . = not tested or not shown; [ ] = remark or other dose.

SMILES,PPC-1+TRAIL kill,EBV gp42 inh,TRPN1 ag,Calpain2 inh,Thrombin inh,KCC2 mod,Furin inh,TbHK1 inh,TRPML3 ag
O=C(NCc1ccco1)Nc1ccc2nsnc2c1,-1.6,-21.1,0.7,i,3.3,-0.0546,-14.5[20 µM],-13.1,0.7
Cn1cccc1P(=O)(c1cccn1C)c1cccn1C,23.6,-2.5,0.0,14.7,1.7,-0.48,2.0,8.7,-0.5
Cc1ccc(C(=O)N/C(=C/c2ccc(Cl)cc2)C(=O)Nc2cccc(C(=O)O)c2)cc1,3.5,-11.4,1.5,-41.1,-0.6,-0.111,-3.1,17.6,1.2
Nc1cc(=O)[nH]c(SCC(=O)Nc2ccc(S(=O)(=O)N3CCOCC3)cc2)n1,5.1,-15.9,1.6,-5.8,2.6,0.914,-14.2[20 µM],-1.8,0.5
COc1ccc(C(C#N)N2N=C(C)CC2(C)C)cc1 (stereo not drawn),-4.1,-1.8,1.8,13.6,-0.8,.,-6.7[20 µM],2.6,-0.6
COc1ccc(N/C=C/C(=O)c2ccc(Oc3ncccn3)cc2)cc1,-0.3,-19.4,0.6,16.1,0.7,.,-21.4,-10.7,0.4
Cn1c(SCC(=O)N2CCOCC2)nnc1-c1ccc(NC(=O)c2ccccc2F)cc1,-9.0,-11.5,0.9,-21.8,1.1,-0.375,-19.9,-3.3,0.6
CCOc1cc(/C=C2\SC(=Nc3ccccc3)N(c3ccccc3)C2=O)ccc1OCC(=O)O,-3.5,7.1,0.0,13.6,0.4,0.372,-16.1,-26.0,0.1
N#Cc1nc(-c2ccc(Cl)cc2)oc1NCc1ccco1,22.5,-7.8,0.5,-154.4,1.1,.,-25.2[20 µM],5.8,-0.2
COc1ccc(N(CC(=O)Nc2ccccc2C)S(=O)(=O)c2c(C)[nH]c(=O)[nH]c2=O)cc1,11.1,-14.9,-1.0,9.5,1.9,0.845,-10.3,-8.6,0.2
CN(C)CCCNc1ncc(C(F)(F)F)cc1Cl,14.3,-7.4,0.2,34.0,-16.9,0.57,-24.1,-2.4,1.0
O=C(O)CC(c1ccccc1)n1cccc1 (stereo not drawn),5.2,-11.3,1.6,-29.7,-1.5,0.786,-26.1,1.4,0.3
COc1ccc(S(=O)(=O)Cc2ccc(C(=O)N3CCc4ccccc4C3)o2)cc1,3.2,-0.2,-0.4,18.3,-0.7,-2.2,-6.2,4.9,-1.0
O=C(CSc1ccccn1)Nc1ccccc1F,6.3,-8.9,0.7,27.2,-1.2,-0.955,-7.1,2.1,-0.3
CCC(C)(C)n1nnnc1C(c1cc2ccc(OC)cc2[nH]c1=O)N1CCN(C2CCCCC2)CC1 (stereo not drawn),20.9,-11.7,1.8,-7.2,30.9,-1.67,-5.1,1.3,0.5
COc1ccccc1CNC(=O)COC(=O)Cc1c(Cl)cccc1Cl,13.2,-24.3,-1.5,10.2,-7.4,-0.131,-19.2,-0.3,0.1
COc1ccc(CCNc2nc(-c3sc(C)nc3C)cs2)cc1OC,4.9,-9.8,4.9,-74.3,-1.5,.,-17.7[20 µM],2.9,0.8
CC(=O)N(C)N1c2ccccc2CCc2ccccc21,.,0.7,-2.2,17.7,2.0,-0.929,-33.0,0.3,-0.1
O=C(NCCN1CCN(Cc2ccccc2)CC1)C1c2ccccc2C(=O)N2CCc3ccccc3C12 (stereo not drawn),-4.5,-9.2,0.7,1.0,-1.7,.,-9.0,-2.2,0.0
O=C(CC1C(=O)NCCN1Cc1ccc(-c2ccccc2)cc1)NCc1ccccc1 (stereo not drawn),20.9,7.1,0.8,-22.9,8.9,-0.476,-8.0,-1.8,0.4
CCCCOc1ccc(N2C(=O)CC(N(O)c3ccccc3)C2=O)cc1 (stereo not drawn),-7.8,4.8,0.4,25.7,-4.6,.,-14.6,-9.9,0.0
O=C(NCCCN1CCOCC1)C1COc2ccccc2O1 (stereo not drawn),23.3,-22.3,0.8,-12.6,4.9,.,-17.9[20 µM],-0.3,0.5
O=C(NCc1cccnc1)c1cc(C(=O)C2CC2)c[nH]1,1.6,-8.9,0.8,-13.1,-1.6,-1.04,-29.3,-2.7,1.0
CCN(C(=O)CSc1nc2ccccc2c(=O)n1-c1cccc(C)c1)C1CCS(=O)(=O)C1 (stereo not drawn),-8.0,1.4,-1.7,-1.3,-1.4,-1.28,-21.9,-4.2,-0.1
CCOc1cccc(=O)c2c(C)n(Cc3ccccc3)c(C)c12,-4.0,-14.0,-1.2,-28.2,-8.9,-1.9,-19.3,-2.2,0.8

SMILES,PPC-1+TRAIL kill,EBV gp42 inh,TRPN1 ag,Calpain2 inh,Thrombin inh,KCC2 mod,Furin inh,TbHK1 inh,TRPML3 ag
CC(C)OC(=O)C(C)(C)Oc1ccc(C(=O)c2ccc(Cl)cc2)cc1,24.2,-7.8,-0.6,25.1,-1.4,-0.433,-6.7,5.7,-0.2
COCc1nc2ccccc2n1Cc1c(F)cccc1Cl,-3.7,-9.7,-0.6,-23.6,-9.4,0.0335,-25.5,-6.0,-0.6
O=C(NCc1nc2ccccc2[nH]1)C1=C[C@@H](c2ccc3c(c2)OCO3)C[C@@H](OCc2ccc(CO)cc2)O1,-1.3,-3.3,.,-67.4,-11.1,0.997,-16.9,-1.7,.
OC(CNCC#Cc1ccccc1)c1ccccc1 (stereo not drawn),27.5,6.7,-1.5,-12.1,-8.0,-0.212,-14.1,2.8,0.7
COc1cc2c(c(O)c1OC)C(=O)C(OC)CCC2 (stereo not drawn),37.6,4.6,0.6,23.0,-0.6,.,-13.9,-9.0,0.7
CCOC(=O)c1ccc(NC(=O)/C=C/c2cccs2)cc1,14.4,2.6,3.6,41.8,-0.5,-1.09,-1.6,-20.0,0.4
COc1ccc(/C=N\NC(=O)COc2ccc(Cl)cc2Cl)c(C(=O)O)c1OC,-4.6,-17.9,-0.1,20.6,12.1,0.12,-21.2,-9.2,0.5
O=C(Nc1ccc2c(c1)CCC2)c1ccc(Br)o1,26.9,-15.3,-1.5,42.1,-11.6,0.392,4.9[20 µM],-3.3,-0.4
CCC(C)C(=O)Nc1cc(C(=O)OC)cc(C(=O)OC)c1 (stereo not drawn),12.6,-18.4,0.7,-3.8,7.9,1.15,-34.0,6.9,1.0
Cn1c(=O)n(CCOc2ccccc2Cl)c2ccccc21,10.3,-18.5,0.3,7.3,1.4,-0.0832,-16.8,3.3,-0.7
COCc1nnc(NC(=O)c2ccc(S(=O)(=O)N(CC(C)C)CC(C)C)cc2)o1,21.5,-11.6,-0.2,-8.9,1.6,-0.316,-33.6,-5.8,-0.1
CC(C)(C)NC(=O)COC(=O)c1ccc(Cl)c(S(N)(=O)=O)c1,24.4,-16.5,0.9,-2.6,.,1.01,-7.2,-5.4,0.9
CCCOC(=O)c1ccc(NC(=O)c2cc(Cl)ccc2OC)cc1,25.2,-4.7,1.0,-22.0,-15.6,0.691,-23.5,-10.3,1.1
CCC1Oc2ccccc2N(Cc2ccccc2C)C1=O (stereo not drawn),-1.6,-14.1,-2.6,-23.1,-4.5,-1.03,-13.1[20 µM],-3.9,-0.6
CCOc1cc2[nH]c(=S)n(Cc3ccc(C(=O)NCC(OC)OC)cc3)c(=O)c2cc1OCC,-3.0,-7.0,0.9,-15.1,-16.7,0.0723,-26.9[20 µM],-8.6,0.3
COC(=O)c1ccccc1NC(=O)CSc1nnc(CNS(=O)(=O)c2ccc(C)cc2)n1C,14.4,-10.5,-1.4,-1.7,0.3,-0.452,-20.8,2.6,-0.2
CC(C)C[C@@H]1NC(=O)[C@H](Cc2ccccc2)N(C)C(=O)[C@H](C)NC(=O)c2ccccc2NC(=O)[C@H](Cc2ccc(O)cc2)N(C)C1=O,5.5,-22.6,.,-97.9,9.8,-0.694,-39.5,-15.8,.
CCCCNC(=S)NNC(=O)c1csc(CC)c1,21.9,-7.0,0.9,19.6,-0.7,-1.22,-15.0[20 µM],-1.1,0.7
Cn1c(NC(=O)c2ccc(C(C)(C)C)cc2)cc(=O)n(C)c1=O,24.0,-8.3,1.3,-19.8,-4.2,0.00591,-22.2,-14.2,-0.1
O=C(Nc1ccc([N+](=O)[O-])cc1)C1C(c2ccccc2)=C1c1ccccc1,10.3,-21.9,0.4,22.7,6.0,.,-24.5[20 µM],-18.5,0.4
Cc1ccc(S(=O)(=O)N2CCCCC2)cc1NC(=O)COC(=O)Cc1cccc2ccccc12,0.8,-45.3,0.6,-5.2,-5.4,-0.785,-21.1,-5.1,-0.3
CC1(C)CCc2nc(SCc3ccccc3)c(C#N)cc2C1,18.7,-8.1,0.5,-1.4,-2.0,1.07,8.3[20 µM],16.9,0.1
C/C(CCC1CC(C)OC1=O)=N\NC(N)=S (stereo not drawn),11.8,-1.5,1.2,8.1,-3.8,0.0746,-12.5,0.5,0.6
CSc1ccc(/C=C(\C#N)C(=O)NC2CCCCC2)cc1,15.0,-6.8,1.4,-16.2,2.0,-0.525,-2.1,-16.4,1.0
O=C(N/N=C/c1cccnc1)c1ccc2c(c1)OCCO2,54.8*[5 µM],0.9,1.1,20.2,4.4,-0.171,-4.4,-1.9,0.0

3 consecutive entries out of the list so far, for reference:
SMILES,PPC-1+TRAIL kill,EBV gp42 inh,TRPN1 ag,Calpain2 inh,Thrombin inh,KCC2 mod,Furin inh,TbHK1 inh,TRPML3 ag
C/C(CCC1CC(C)OC1=O)=N\NC(N)=S (stereo not drawn),11.8,-1.5,1.2,8.1,-3.8,0.0746,-12.5,0.5,0.6
CSc1ccc(/C=C(\C#N)C(=O)NC2CCCCC2)cc1,15.0,-6.8,1.4,-16.2,2.0,-0.525,-2.1,-16.4,1.0
O=C(N/N=C/c1cccnc1)c1ccc2c(c1)OCCO2,54.8*[5 µM],0.9,1.1,20.2,4.4,-0.171,-4.4,-1.9,0.0

(continued)
SMILES,PPC-1+TRAIL kill,EBV gp42 inh,TRPN1 ag,Calpain2 inh,Thrombin inh,KCC2 mod,Furin inh,TbHK1 inh,TRPML3 ag
Cc1ccc(S(=O)(=O)CNC(=S)c2cccc(Cl)c2)cc1,-1.7,-1.1,-0.5,14.0,-3.0,0.614,-23.1,-3.2,0.1
CCOC(=O)C1CCCN(C(=O)C2CCN(S(=O)(=O)c3cnc[nH]3)CC2)C1 (stereo not drawn),-12.2,-14.5,2.4,3.9,-10.0,0.349,-12.1,-7.9,0.7
CC1CCc2[nH]c3ccc(C(=O)NCCCOC(C)C)cc3c2C1 (stereo not drawn),15.5,-2.6,-1.3,-51.8,0.6,0.815,-21.9,-6.1,-0.5
O=c1[nH][nH]cc1C=Nc1ccc(Cl)cc1,-11.6,-9.0,1.4,22.2,16.1,0.0426,-12.3,-4.0,-0.3
Cc1sc(NC(=O)c2ccccc2)c(C(=O)NC(C)C)c1C,14.7,-2.3,-0.1,-467.4,1.2,0.684,-5.3[20 µM],-4.8,0.9
O=C(COc1ccc(/C=N/NC(=O)CSCc2ccc([N+](=O)[O-])cc2)cc1)NCc1ccco1,19.7,-16.7,4.1,2.6,-5.7,-0.638,-19.8,3.8,0.6
Oc1ccccc1/C=N/Nc1ccccc1,13.8,1.8,-0.5,18.4,0.7,-0.000321,-8.8,-19.5,-0.2
